Compound activity: PubChem BioAssay, several laboratories
Mtb BioA inh: BioA (M. tuberculosis) enzyme inhibition; purified M. tuberculosis BioA enzyme, plate reader; inhibition, % at 9.99 µM; 360,000 tested, 0.096% active; AID 602481; in the data active = inhibition above about 40%; inconclusive = no clear call, values can overlap the other calls
FadD28 FP inh: inhibitors of Mycobacterium tuberculosis FadD28 bisubstrate binding; FadD28 bisubstrate probe binding, fluorescence polarization; inhibition, % at 12.5 µM; 360,000 tested, 0.22% active; in the data active = inhibition above about 8.5%, passing the limit was not always enough; inconclusive = no clear call, values can overlap the other calls
Mtb UGM inh: blocks M. tuberculosis UGM enzyme; inhibition, % at 10 µM; purified UGM, fluorescence polarization probe displacement; 320,000 tested, 0.06% active; P9WIQ1; in the data active = inhibition above about 10%, passing the limit was not always enough; inconclusive = no clear call, values can overlap the other calls
GDH-TPI inh: counter-screen for M. tuberculosis FBA inhibitors: GDH-TPI coupled enzymes | 360,000 tested, 1.2% active | AID 588335 | GDH-TPI coupled enzyme counterscreen, NADH absorbance | inhibition, % at 4.8 µM; in the data active = inhibition above about 30%;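 note: 0% = DMSO wells and 100% = wells lacking the enzyme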
MazF activator: MazEF (E. coli) toxin RNase activation; 350,000 tested, 0.32% active; activation, % at 20 µM; AID 504720; P0AE70; FAM/BHQ RNA-DNA oligo cleavage fluorescence, 5 h; in the data active = activation above about 50%
Target sequence (P0AE70 whole entry, looked up): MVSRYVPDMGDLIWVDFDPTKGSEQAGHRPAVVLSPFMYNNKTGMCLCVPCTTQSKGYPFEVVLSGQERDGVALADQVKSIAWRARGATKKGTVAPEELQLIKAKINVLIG
BoNT-F LC inh: BoNT F light chain protease inhibition | Multiplex microsphere protease cleavage assay, flow cytometry | inhibition, % at 10 µM | 360,000 tested, 0.22% active; in the data active = inhibition above about 35%, passing the limit was not always enough; inconclusive = no clear call, values can overlap the other calls; note: plate controls were buffer without enzyme for full effect and enzyme alone for no effect
Mtb FBA inh: inhibits M. tuberculosis FBA enzyme; purified M. tuberculosis FBA, fluorescence read-out; inhibition, % at 1 µM; 360,000 tested, 2.3% active; in the data active = inhibition above about 27%;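 note: 0% = vehicle and 100% = reference inhibitor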
Target sequence (P9WQA3 whole entry, looked up): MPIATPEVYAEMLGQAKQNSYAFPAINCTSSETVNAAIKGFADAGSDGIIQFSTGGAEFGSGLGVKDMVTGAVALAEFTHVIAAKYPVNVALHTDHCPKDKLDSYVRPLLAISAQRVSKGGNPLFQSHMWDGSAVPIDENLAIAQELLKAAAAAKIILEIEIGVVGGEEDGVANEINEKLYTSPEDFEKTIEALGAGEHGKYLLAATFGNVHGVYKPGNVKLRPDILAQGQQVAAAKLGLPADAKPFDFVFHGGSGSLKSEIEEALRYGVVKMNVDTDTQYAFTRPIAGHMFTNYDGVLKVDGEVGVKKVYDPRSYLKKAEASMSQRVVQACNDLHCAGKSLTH
PrPC surface inh: inhibitors of human cell surface prion protein PrPC; P04156; inhibition, % at 13.8 µM; 370,000 tested, 0.43% active; TR-FRET read-out; in the data active = inhibition above about 24%; note: 0% = median of the test wells and 100% = reference compound wells
Rv3671c protease: inhibits the M. tuberculosis serine protease Rv3671c. P9WHR9. inhibition, % at 5.96 µM. 320,000 tested, 0.048% active. AID 2606; in the data active = inhibition above about 38%;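 note: extracellular domain of Rv3671c used as enzyme; 0% = enzyme with DMSO and 100% = no enzyme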
Target sequence (P9WHR9 whole entry, looked up, the tested form may be a part): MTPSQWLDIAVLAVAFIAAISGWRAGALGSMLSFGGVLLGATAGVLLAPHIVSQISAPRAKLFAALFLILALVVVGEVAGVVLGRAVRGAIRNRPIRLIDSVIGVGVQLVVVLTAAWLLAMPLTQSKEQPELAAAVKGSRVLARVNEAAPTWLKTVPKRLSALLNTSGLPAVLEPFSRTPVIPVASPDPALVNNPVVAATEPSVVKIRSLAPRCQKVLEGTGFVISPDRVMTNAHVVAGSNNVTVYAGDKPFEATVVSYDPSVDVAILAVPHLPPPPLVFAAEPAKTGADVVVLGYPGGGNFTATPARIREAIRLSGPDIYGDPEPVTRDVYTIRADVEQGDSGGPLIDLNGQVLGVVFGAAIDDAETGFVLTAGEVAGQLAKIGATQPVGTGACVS
Starred values were filed as active, the others as inactive; ? = inconclusive; nt = no result given; & = joins results of further samples.

entry	structure	Mtb BioA inh	FadD28 FP inh	Mtb UGM inh	GDH-TPI inh	MazF activator
1	O=[N+]([O-])c1ccc(N2CCN(Cc3ccc4c(c3)OCO4)CC2)nc1	37	-2.3	2.6	30	6
2	CS(=O)(=O)Nc1cccc(C2=NN(C(=O)c3ccccc3Cl)C(c3ccccc3O)C2)c1 (stereo not given)	nt	-12	-1.4	-2	7
3	O=c1cc(-c2ccc([N+](=O)[O-])cc2)c2ccc(O)cc2o1	0.0	0.2	1.2	2	-6
4	CC(Oc1ccc(Br)cc1)C(=O)Nc1cc(S(=O)(=O)N2CCOCC2)ccc1N1CCCC1 (stereo not given)	0.4	-0.1	nt	14	-2
5	O=C(Nc1cccc(O)c1)c1ccc(NC(=O)C2CCCO2)cc1 (stereo not given)	2.3	nt	0.0	5	0
6	Cc1ccc(NC(=O)N2CCCCCC2)cc1C	-0.6	0.8	1.2	-3	4
7	CS(=O)(=O)c1ccc(C(=O)OCC(=O)N2CCCc3ccccc32)cc1	0.1	-1.1	1.4	6	0
8	Cc1ccc(C(=O)CSc2nnc3n2CCCCC3)s1	1.0	-2.6	-0.9	-2	5

entry	BoNT-F LC inh	Mtb FBA inh	PrPC surface inh	Rv3671c protease
1	-2	-3	-18	3
2	0	0	3	-10
3	4	-1	-10	0
4	nt	3	-3	-4
5	-3	1	7	-13
6	nt	1	2	-3
7	-2	-6	6	-5
8	-10	2	9	1

Following part.
entry	structure	Mtb BioA inh	FadD28 FP inh	Mtb UGM inh	GDH-TPI inh	MazF activator
9	CN(C)C(=O)[C@H]1C[C@H]1[C@@H](O)[C@H](CO)NC(=O)[C@H](COCc1ccccc1)NC(=O)OC(C)(C)C	-1.6	0.0	0.1	4	8
10	O=C(Nc1ccc(Cl)cc1)c1cccnc1N1CCCCC1	3.7	-0.9	2.6	14	4
11	CCCCCCC(=O)N/N=C(\C)Cc1ccccc1	nt	-1.2	-0.6	5	1
12	Cc1ccc(-n2nnnc2SCC(=O)Nc2ccccc2-c2ccccc2)cc1C	nt	-3.1	-1.1	-1	4
13	O=C(Nc1cccc(C(=O)O)c1)Nc1cccc2ccccc12	-0.4	-1.9	-0.9	4	1
14	Cc1ccc(C)c(S(=O)(=O)N/N=C/c2ccc(C(=O)O)cc2)c1	0.1	-0.5	0.5	4	5
15	Oc1ccc(Nc2nc(-c3ccc(O)cc3)cs2)cc1	nt	-0.4	3.2	17	78*
16	COc1cc(CCC(N)c2cccc(O)c2)cc(OC)c1OC (stereo not given)	nt	-1.0	nt	0	8

entry	BoNT-F LC inh	Mtb FBA inh	PrPC surface inh	Rv3671c protease
9	-5	3	2	4
10	0	0	-2	-27
11	1	-1	-2	-1
12	1	-6	4	-13
13	5	5	4	7
14	6	-1	-3	-3
15	-13	1	-8	12
16	2	0	-5	nt

The results go on:
entry	structure	Mtb BioA inh	FadD28 FP inh	Mtb UGM inh	GDH-TPI inh	MazF activator
17	COc1ccccc1CN1CCN(C(=O)c2ccncc2)CC1	nt	0.1	-0.9	8	-2
18	COc1ccc(/C=C(/NC(=O)c2ccccc2)C(=O)N/N=C/c2sccc2C)cc1	nt	0.5	-0.6	52*	-1
19	CC1=C(C(=O)N(C)CCC#N)C2(CCCCC2)OC1=O	-0.3	-0.9	-0.2	13	5
20	O=C(N/N=C/c1cccc([N+](=O)[O-])c1)C1CC(=O)N(c2ccc(F)cc2)C1 (stereo not given)	nt	-2.4	-0.4	9	1
21	CCOC(=O)Nc1csnn1	-0.6	-3.6	nt	-13	3
22	Cc1ccccc1S(=O)(=O)N(C)C[C@@H]1OCc2cnnn2CCCC(=O)N([C@H](C)CO)C[C@H]1C	-0.8&1.7	0.0	nt	2	-7
23	CCOC(=O)c1c(C)[nH]c(C(=O)COC(=O)c2cc(C)oc2C)c1C	nt	1.5	1.9	4	-10
24	COCC(C)NS(=O)(=O)c1ccc(C(=O)NCCCn2ccc3ccccc32)cc1 (stereo not given)	1.4	1.9	1.2	-6	1

entry	BoNT-F LC inh	Mtb FBA inh	PrPC surface inh	Rv3671c protease
17	4	1	-1	-4
18	-7	-1	-5	0
19	8	0	0	-2
20	-2	0	-19	-2
21	-1	-1	6	nt
22	-5	1	-6	nt
23	3	0	4	-4
24	15	-3	5	0

Later entries:
entry	structure	Mtb BioA inh	FadD28 FP inh	Mtb UGM inh	GDH-TPI inh	MazF activator
25	Cc1cc(OCCCCCNCCO)cc(C)c1Cl	0.3	-5.5	-2.2	-15	6
26	CCOC(=O)C1(CCCc2ccccc2)CCN(C(=O)[C@@H]2C[C@@H](C)NC(=S)N2)CC1	1.9	-0.8	3.2	7	4
27	Cn1c(SCC(=O)c2ccc(F)cc2)nnc1-c1ccccc1N	-0.3	-4.3	-1.9	0	6
28	C/C(=N\NC(=O)c1ccc(OC2OCCOC2Oc2ccc(C(=O)N/N=C(\C)c3ccncc3)cc2)cc1)c1ccncc1 (stereo not given)	nt	-0.7	1.9	-11	-51
29	Cc1cc2c(NC(=O)Nc3ccc(F)cc3)cccc2nn1	0.4	-6.9	-2.5	-9	9
30	N/C(=N\OC(=O)c1ccc(Br)o1)c1ccccn1	-1.2	1.1	0.4	-4	15
31	COc1ccc(CCN(C)C2CCCN(C(=O)Cn3cccn3)C2)cc1OC (stereo not given)	4.8	-0.9	0.8	8	-3
32	Cc1cccc(C(=O)Nc2ccccc2N2CCN(c3ccc(F)cc3)CC2)c1	0.0	-0.5	-2.0	0	0

entry	BoNT-F LC inh	Mtb FBA inh	PrPC surface inh	Rv3671c protease
25	-11	-1	-3	7
26	-26	1	0	1
27	-2	-1	-3	-9
28	-4	-1	5	7
29	19	-1	-14	-6
30	-1	2	1	12
31	2	2	-5	-11
32	-11	-2	-5	0

Part of the list above, limited to Mtb FBA inh and FadD28 FP inh.
item	molecule	Mtb FBA inh	FadD28 FP inh
29	Cc1cc2c(NC(=O)Nc3ccc(F)cc3)cccc2nn1	-1	-6.9
30	N/C(=N\OC(=O)c1ccc(Br)o1)c1ccccn1	2	1.1
31	COc1ccc(CCN(C)C2CCCN(C(=O)Cn3cccn3)C2)cc1OC (stereo not given)	2	-0.9
32	Cc1cccc(C(=O)Nc2ccccc2N2CCN(c3ccc(F)cc3)CC2)c1	-2	-0.5

(list continues)
entry	structure	Mtb BioA inh	FadD28 FP inh	Mtb UGM inh	GDH-TPI inh	MazF activator
33	C=CCn1c(O)c(/C=N/NC(=O)c2ccncc2)c(=O)[nH]c1=O	nt	-1.0	-0.9	9	0
34	COCCn1cc(C(=O)NCc2cccs2)c2c3ccccc3n(C)c2c1=O	-0.9	-1.5	-0.9	12	-2
35	Cc1cccc(C(=O)NNC(=O)Nc2ccccc2)c1	-1.5	-0.3	-0.1	4	4
36	CC1CCCC(NC(=O)COC(=O)/C=C/c2ccc(F)cc2)C1C (stereo not given)	-0.3	-3.0	1.8	-4	-3
37	O=C(Cc1c(F)cccc1Cl)Nc1cc(S(=O)(=O)N2CCOCC2)ccc1N1CCCC1	-0.2	-1.8	0.9	9	-30
38	Cc1ccc(S(=O)(=O)N2CC3(O)CN(C(=O)OC(C)C)N(C(=O)OC(C)C)CC3(OC(=O)NCc3ccccc3)C2)cc1 (stereo not given)	1.5	0.6	nt	-13	4
39	COc1cc(NC(=O)CCc2c(C)nn(-c3ccc(N4CCOCC4)nn3)c2C)cc(OC)c1OC	0.1	-1.4	-2.1	0	13
40	COc1ccc(N2CC(O)=C(c3nc(-c4ccc(Cl)cc4)cs3)C2=N)cc1	nt	-4.2	-1.0	-8	22

entry	BoNT-F LC inh	Mtb FBA inh	PrPC surface inh	Rv3671c protease
33	?	-6	2	-9
34	0	23	0	-4
35	-6	1	3	-1
36	-7	-2	-6	-1
37	6	-1	5	8
38	2	2	-11	nt
39	13	3	1	1
40	5	-2	-8	1

Record cards, from the list above. Values in the order: Mtb BioA inh	FadD28 FP inh	Mtb UGM inh	GDH-TPI inh	MazF activator	BoNT-F LC inh	Mtb FBA inh	PrPC surface inh	Rv3671c protease
`COc1ccc(CCN(C)C2CCCN(C(=O)Cn3cccn3)C2)cc1OC` (stereo not given) in the list: 4.8	-0.9	0.8	8	-3	2	2	-5	-11
`CCOC(=O)Nc1csnn1` in the list: -0.6	-3.6	nt	-13	3	-1	-1	6	nt
`Cc1ccc(C(=O)CSc2nnc3n2CCCCC3)s1` in the list: 1.0	-2.6	-0.9	-2	5	-10	2	9	1

Additional compounds follow.
entry	structure	Mtb BioA inh	FadD28 FP inh	Mtb UGM inh	GDH-TPI inh	MazF activator
41	Cc1nc(Nc2ccccc2C)c2cnn(C)c2n1	-0.3	-2.3	nt	11	-6
42	N#Cc1ccncc1Sc1ccc(Cl)cc1	-3.1	-2.2	0.9	-3	0
43	CCC(NCc1cccnc1)c1ccc(OC)c(OC)c1 (stereo not given)	-2.2	-0.5	nt	7	8
44	C#CCSc1[nH]c(=O)cc(C)c1C#N	nt	-0.7	-0.2	3	-5
45	COc1cccc(-c2ccccc2C2=CC(=O)CC(C)(C)C2=O)c1	0.7	-3.0	nt	4	5
46	Cc1cc(=O)n2ccsc2n1	-1.1	-1.7	nt	6	-1
47	O=C(CSc1nc(-c2ccc(F)cc2)cs1)NCC1CCCO1 (stereo not given)	nt	-1.7	4.1	-3	6
48	CCc1nnc(N/N=C/c2c(Cl)cccc2Cl)n1N	-0.7	-2.8	-4.6	0	-4

entry	BoNT-F LC inh	Mtb FBA inh	PrPC surface inh	Rv3671c protease
41	1	3	1	nt
42	-3	2	-5	9
43	?	-1	1	nt
44	7	-2	6	6
45	-2	-2	-8	nt
46	-7	7	-3	4
47	4	1	-5	-1
48	-9	-3	-8	-38

(list continues)
entry	structure	Mtb BioA inh	FadD28 FP inh	Mtb UGM inh	GDH-TPI inh	MazF activator
49	C=CCOc1ccc(/C(O)=C2/C(=O)C(=O)N(CCCN3CCOCC3)C2c2ccc(OC)cc2)cc1 (stereo not given)	0.6	-4.3	1.1	18	5
50	CCCCSc1nnc2[nH]c(=O)cc(N)n12	-0.9	-3.7	3.5	-7	3
51	COc1ccc(-c2c(-c3ccc4c(c3)OCO4)c3ccccc3n2C)cc1	-0.5	-3.6	nt	7	-9
52	O=[N+]([O-])/C(C=Nc1ccccc1O)=C\Nc1ccccc1O	1.2	-3.8	nt	2	-1
53	O=C(NCCCc1ccccc1)C1CCC(=O)N(CCc2ccc(Cl)cc2)C1 (stereo not given)	0.8	-1.5	0.6	4	2
54	Cc1ccc(C)c(N2CCN(C(=O)CCc3nc(-c4cccc(F)c4)no3)CC2)c1	-1.3	-3.5	nt	-5	2
55	CSc1ncccc1C(=O)OCC(=O)NC1CCCCC1	-1.0	-4.2	0.4	-8	2
56	Cc1cc(C)c2c(=O)[nH]n(C3CC(C)N(C)CC3C)c2n1 (stereo not given)	-1.8	-5.1	-2.5	-4	1

entry	BoNT-F LC inh	Mtb FBA inh	PrPC surface inh	Rv3671c protease
49	11	-4	2	-8
50	-3	-1	0	1
51	0	18	-4	nt
52	1	-1	-6	nt
53	1	-2	0	5
54	0	-1	3	nt
55	6	1	-1	-8
56	-7	3	-4	5

Later entries:
entry	structure	Mtb BioA inh	FadD28 FP inh	Mtb UGM inh	GDH-TPI inh	MazF activator
57	CCOCCc1nnc(NC(=O)C(C)Oc2ccccc2)s1 (stereo not given)	-2.4	-1.4	-1.4	-1	-3
58	CCOC(=O)c1c(C)[nH]c(C(=O)OCC(=O)N2CCN(S(=O)(=O)c3ccc(C)cc3C)CC2)c1C	-2.1	-4.2	-1.6	-6	-15
59	Cc1cc(C)c(C#N)c(SCc2ccccc2[N+](=O)[O-])n1	-1.6	-1.4	-2.6	6	-1
60	CC(C)N(c1ccccc1)c1ccc(NC(=O)C2CCCO2)cc1 (stereo not given)	nt	-0.1	0.3	-9	7
61	O=C(Nc1ccc(S(=O)(=O)N2CCOCC2)cc1)C1CCN(S(=O)(=O)c2ccccc2)CC1	0.2	-2.8	nt	-2	-8
62	COc1ccc(-c2nc(CS(=O)CC(=O)NC3CCCCC3C)c(C)o2)cc1OC (stereo not given)	4.3	-3.8	-0.6	-17	6
63	COc1ccc(C(=O)N/C(=C/c2cccnc2)C(=O)N2CCOCC2)cc1OC	4.0	-0.2	-1.6	-5	-3
64	Cc1ccc(S(=O)(=O)N(C)C)cc1NC(=O)COC(=O)Cc1ccccc1F	nt	-0.6	-2.1	14	0

entry	BoNT-F LC inh	Mtb FBA inh	PrPC surface inh	Rv3671c protease
57	-9	2	-1	7
58	0	-5	-6	-6
59	0	-2	2	-4
60	-8	2	2	-2
61	5	-2	6	0
62	-2	5	7	-1
63	?	0	-7	1
64	nt	-4	3	-3
